Source: PubChem
S1P3 agonist – S1P3 (human) receptor agonism | actives 0.1% (n = 60,000) | Q99500 | activation, % at 4.5 µM | S1P3 NFAT-BLA reporter cells, FRET ratio; relative to 1 µM S1P, basal subtracted;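 active = activation above the screen-wide mean plus 3 SD, cut at about 4.5% in these data, passing the limit was not always enough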; note: some compounds called inactive have numbers as strong as hits
Target sequence (Q99500 whole entry, looked up): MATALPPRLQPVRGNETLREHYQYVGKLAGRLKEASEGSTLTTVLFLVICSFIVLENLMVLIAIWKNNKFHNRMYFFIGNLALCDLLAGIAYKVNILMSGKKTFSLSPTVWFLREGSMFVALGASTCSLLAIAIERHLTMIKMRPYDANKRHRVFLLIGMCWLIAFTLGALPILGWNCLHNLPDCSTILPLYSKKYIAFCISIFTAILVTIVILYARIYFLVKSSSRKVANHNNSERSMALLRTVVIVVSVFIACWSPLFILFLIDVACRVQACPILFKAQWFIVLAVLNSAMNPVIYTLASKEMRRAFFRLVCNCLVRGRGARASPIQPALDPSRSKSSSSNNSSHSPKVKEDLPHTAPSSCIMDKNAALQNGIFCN
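Assay system: stable CHO line with human S1P3, Gα16, NFAT-BLA reporter; Detection: FRET β-lactamase substrate fluorescence, excitation 405 nm, 460/535 nm emission ratio, background-subtracted; Read-out: percent activation versus median 1 µM S1P response, basal-subtracted, per plate; Incubation: cells plated overnight, compound 4 h 37 °C, substrate 2 h RT.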
HTR1A agonist – agonists of human 5-HT1a serotonin receptor. activation, % at 10 µM. actives 0.56% (n = 65,000). CHO 5-HT1a Ga15 NFAT-bla reporter, FRET ratio; 0% basal, 100% maximal reference agonist. P08908;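 active = activation above the screen-wide mean activation plus 3 SD, cut at about 19% in these data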;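 note: 0% = DMSO wells and 100% = 5-CT at EC100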
M1 ag – agonists of M1 muscarinic receptor; B-score at 10 µM; AID 626; CHO-M1 cells, Fluo-4 calcium fluorescence, agonist mode; stronger effect = higher value; actives 3% (n = 64,000);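 active = fluorescence rise, raw or as B-score row- and column-corrected plate score, outside the 99.7% band of its plate's samples, either direction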
5HT1E antag – 5-HT1E (human) receptor antagonism | P28566 | CHO 5-HT1E Ga15 NFAT-bla reporter, FRET, antagonist | inhibition, % at 6 µM | actives 0.99% (n = 65,000);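 active = inhibition above a set limit, the mean inhibition across every tested compound plus 3 SD, cut at about 29% in these data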;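 note: signal is the 460 over 535 nm emission ratio of beta-lactamase substrate; 0% = agonist plus DMSO wells and 100% = wells without agonist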
5HT1a antag – blocks the human serotonin 5-HT1a receptor; P08908; CHO 5-HT1a Ga15 NFAT-bla reporter, antagonist mode; inhibition, % at 10 µM; actives 0.68% (n = 62,000);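 active = inhibition above the mean of all tested compounds plus 3 SD, cut at about 43% in these data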;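 note: receptor stimulated by 5-CT agonist at 100 nM near EC80; beta-lactamase reporter measured by ratiometric fluorescence of a cleavable substrate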
S1P1 ag-PAM – agonists and agonism potentiators of human S1P1 receptor; P21453; S1P1 CRE-bla cells, forskolin, beta-lactamase FRET, potentiator mode; S1P1 agonist co-added at EC20, 2 nM; 100% = saturating reference agonist, 0% = basal; activation, % at 9.5 µM; actives 0.57% (n = 56,000);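 active = activation above a cutoff set at the mean activation of all tested compounds plus 3 SD, cut at about 54% in these data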;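 note: forskolin at 4 µM as EC80 and the EC20 agonist is SEW2871; 100% = SEW2871 at its EC100 plus forskolin at EC80; some compounds past the cut are filed as inactive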
M1 antag – M1 muscarinic receptor (rat) antagonism; CHO-M1 cells, Fluo-4 calcium, ACh EC80 antagonist mode; stronger effect = lower value; B-score at 10 µM; actives 3.4% (n = 64,000); AID 628;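 active = calcium fluorescence response, raw or row-and-column corrected B-score, differing from the plate sample mean either way at a set confidence level, mostly lower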
Target sequence (P08482 whole entry, looked up): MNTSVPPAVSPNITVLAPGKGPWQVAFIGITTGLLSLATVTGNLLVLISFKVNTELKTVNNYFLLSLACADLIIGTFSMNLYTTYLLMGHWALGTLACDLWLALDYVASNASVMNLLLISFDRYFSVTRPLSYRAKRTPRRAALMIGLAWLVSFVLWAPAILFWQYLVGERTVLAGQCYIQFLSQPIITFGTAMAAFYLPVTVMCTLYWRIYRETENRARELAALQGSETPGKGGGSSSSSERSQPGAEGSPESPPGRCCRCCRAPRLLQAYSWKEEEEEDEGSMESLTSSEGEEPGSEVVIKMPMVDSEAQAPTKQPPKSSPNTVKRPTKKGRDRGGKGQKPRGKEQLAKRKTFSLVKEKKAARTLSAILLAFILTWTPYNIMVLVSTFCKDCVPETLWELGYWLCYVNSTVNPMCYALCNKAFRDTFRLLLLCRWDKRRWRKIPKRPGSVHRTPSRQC
Jurkat viability – cytotoxicity toward Jurkat cells; inhibition, % at 4 µM; actives 1.2% (n = 56,000); AID 463; Jurkat E6.1 viability, ATP luminescence, 48 h;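 active = inhibition above the mean inhibition of all tested compounds plus 3 SD, cut at about 28% in these data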
5HT1E ag – agonists of human 5-HT1E serotonin receptor; CHO 5-HT1E Ga15 NFAT-bla reporter, FRET; 0% DMSO wells, 100% control agonist wells; AID 574; P28566; actives 0.69% (n = 65,000); activation, % at 6 µM;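 active = activation above a set limit, the screen-wide mean activation plus 3 SD, cut at about 8.5% in these data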;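 note: 100% = positive control agonist at 1 µM giving full maximal response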
* marks the source's active call; other numbers are inactive results; / = no result given.

1: O=C(CCn1c(=O)oc2ccccc21)N1CCC2(CC1)OCCO2
2: CC(C)C(=O)c1cn(Cc2ccccc2C#N)c2ccccc12
3: Cc1ccc(C2C(S(C)(=O)=O)=C(O)C(=O)N2c2ccccc2)cc1 (stereo unspecified) (tested in a mixture with another compound)
4: CC1(C)CC2(CCO1)NCCN1C(=O)CSC12 (stereo unspecified)
5: CC(=NCC1CCCO1)c1c(O)n(C)c(=O)n(C)c1=O (stereo unspecified)
6: Cc1c(C(=O)N2CCC3(CC2)OCCO3)oc2ccccc12
7: O=c1[nH]c(=O)n(C2CCCCCC2)c(O)c1C=NCCCN1CCOCC1
8: CN=C(SCc1ccccc1)c1c(O)n(C)c(=O)n(C)c1=O

Compound	1	2	3	4	5	6	7	8
S1P3 agonist	0.1	0.2	0.9	-1.4	-0.6	-1.1	-0.4	-0.7
HTR1A agonist	-3.7	-0.7	-2.9	-3.2	-0.6	-2.6	-1.6	2.6
M1 ag	0.102	-0.643	-0.525	-0.29	0.512	-0.453	-0.311	-0.541
5HT1E antag	1.2	-6.1	-16.2	0.7	-1.1	-5.6	9.7	1.3
5HT1a antag	-8.4	2.9	9.4	0.0	-5.1	3.1	-11.3	3.2
S1P1 ag-PAM	-3.5	10.6	-1.4	-10.3	-10.7	-6.1	0.7	3.8
M1 antag	-1.78	-0.0916	-0.71	-0.0421	1.24	-2.28*	-0.522	-1.33
Jurkat viability	-1.8	-4.7	-0.1	5.8	1.4	-2.5	-2.1	3.1
5HT1E ag	2.5	-0.4	-0.2	0.0	0.8	0.2	0.9	0.6

9: O=C(c1ccc(CS(=O)(=O)c2ccccc2)o1)N1CCC2(CC1)OCCO2
10: Cn1c[n+](C)cc1C(O)c1ccccc1 (stereo unspecified)
11: C=CCn1c(O)c(C=Nc2ccc(OC)cc2C)c(=O)[nH]c1=O
12: CCC12CN3CCN(CC(C3)/C1=N\O)C2
13: Cc1ccc2c(c1)C1CN(C)CCC1N2C(=O)c1ccc(Br)o1 (stereo unspecified)
14: Nc1ccccc1N=Cc1c(O)n(CCC2=CCCCC2)c(=O)[nH]c1=O
15: O=C1NC(=O)C(C/C=C/c2ccccc2)C(=O)N1
16: CN1CCN(c2ccc(C(N)=O)cc2N)CC1

Compound	9	10	11	12	13	14	15	16
S1P3 agonist	-0.2	-0.1	-0.3	-0.9	/	0.0	-0.4	-1.5
HTR1A agonist	0.9	-2.2	-1.2	-4.8	-3.0	0.8	2.6	-1.3
M1 ag	-0.267	0.203	0.366	0.614	-1.69	-0.0124	-0.0346	0.608
5HT1E antag	-13.6	-8.8	-10.2	9.8	-5.5	-5.7	-1.9	1.0
5HT1a antag	-9.6	-7.3	-20.9	0.2	59.6*	-14.2	/	14.1
S1P1 ag-PAM	-23.4	-13.0	-20.6	-13.9	/	-2.0	-4.2	4.6
M1 antag	-0.39	1.05	-0.0319	-0.343	-0.0866	-0.274	-0.333	-0.454
Jurkat viability	-5.4	-1.9	-2.9	-2.2	/	5.7	/	4.8
5HT1E ag	-1.2	0.5	0.4	-0.7	-0.3	0.1	0.1	0.3

17: Cc1ccc(-n2nc(C)c3c2NC(=O)CSC3c2ccc3c(c2)OCO3)cc1 (stereo unspecified)
18: CN(C)c1ccc(CN2CC=C(c3ccc(F)cc3)CC2)cc1
19: OC1(c2ccccc2F)CC2CCC(C1)N2CCN1CCOCC1 (stereo unspecified)
20: CCOC(=O)N(c1ccccc1)P1(=S)OCCO1
21: CCCSP1(=S)NCCCO1 (stereo unspecified)
22: N=c1c2c(n(Cc3ccc(Cl)cc3Cl)c3c1CCC3)CCCC2
23: Cc1ccc(C2N(c3cc(C)on3)C(=O)C3CCCN32)cc1 (stereo unspecified)
24: CC(=NCCN1CCOCC1)c1c(O)n(C2CCCCC2)c(=O)[nH]c1=O

Compound	17	18	19	20	21	22	23	24
S1P3 agonist	/	-1.3	-0.9	-1.1	-4.0	-1.0	-0.7	-0.7
HTR1A agonist	-1.2	-0.7	0.7	-0.8	-1.5	-7.2	-0.3	1.1
M1 ag	-2.06	-0.00389	-0.0187	0.974	-0.816	-0.357	-0.247	0.427
5HT1E antag	5.8	-5.0	-1.3	2.2	3.4	-0.2	2.5	1.0
5HT1a antag	0.2	8.6	6.6	9.7	/	11.4	-4.0	7.1
S1P1 ag-PAM	/	-36.1	3.6	-1.1	16.6	-7.8	5.8	5.0
M1 antag	0.291	-5.74*	-0.0912	0.147	0.177	-1.48	0.337	-0.0519
Jurkat viability	/	-3.9	0.0	-8.9	/	37.0*	-7.5	-7.0
5HT1E ag	0.0	4.5	-1.0	-1.1	0.1	0.2	0.9	-1.0

25: CC(=NCC1CCCO1)c1c(O)n(-c2ccc(Cl)cc2)c(=O)[nH]c1=O (stereo unspecified)
26: O=C(NC(Cc1ccccc1)C(=O)N1CCC2(CC1)OCCO2)C1CCCCC1 (stereo unspecified)
27: Cc1ccc(-n2c(O)c(C=Nc3ccccc3N)c(=O)[nH]c2=O)cc1C
28: O=C(Cn1ncc2c3ccccc3n(Cc3ccccc3F)c2c1=O)N1CCC2(CC1)OCCO2
29: CC1(C)C2CC=C(CN3CCOCC3)C1C2 (stereo unspecified)
30: CCOc1ccccc1N=C1SCCCN1C
31: Cn1c(=O)cc(OCC(=O)N2CCN(C3CCCCC3)CC2)c2ccccc21
32: O=C1NCCN2CCCC12 (stereo unspecified)

Compound	25	26	27	28	29	30	31	32
S1P3 agonist	-1.0	-0.9	-1.0	-0.1	-0.5	-0.6	-0.3	-2.8
HTR1A agonist	-0.4	0.2	1.3	0.5	-1.4	-2.9	-0.8	1.0
M1 ag	-0.0695	0.166	0.372	-1.22	0.04	-0.0487	-0.284	-0.578
5HT1E antag	-1.2	17.1	6.1	-1.0	-16.1	4.0	6.1	-4.7
5HT1a antag	-13.1	11.5	7.8	-16.3	-12.4	-2.2	-0.4	/
S1P1 ag-PAM	-7.3	10.9	-0.3	3.4	/	11.3	-22.7	-13.9
M1 antag	0.177	-0.0279	0.814	0.0341	-1.34	0.592	-0.0958	-0.199
Jurkat viability	3.6	0.1	85.8*	-4.6	-2.0	1.9	5.7	/
5HT1E ag	-0.3	-0.8	-0.5	-0.3	0.2	-1.5	-0.1	0.1

33: O=C(Cc1ccc(Br)cc1)N1CCN(Cc2ccccc2)CC1
34: C=CCn1c(O)c(C=NCCN(C)C)c(=O)[nH]c1=O
35: CCCCc1nc2ccccc2c(=O)n1-c1ccc(O)cc1
36: CN1CCc2c(c(N3CCCCC3)nc3n[nH]c(N)c23)C1
37: CC(=NCc1cccnc1)c1c(O)n(-c2ccc(C)cc2)c(=O)[nH]c1=O
38: CCC(C)N1C(=O)NC(=O)C2(Cc3cc(C)ccc3N(C)C2)C1=O (stereo unspecified)
39: O=C(c1cc(-c2cccnc2)nc2ccc(Cl)cc12)N1CCC2(CC1)OCCO2
40: Cc1ccc(OCC(=O)N2CCN(CC3CC4C=CC3C4)CC2)cc1 (stereo unspecified)

Compound	33	34	35	36	37	38	39	40
S1P3 agonist	/	-2.9	-0.2	-1.1	-0.8	-0.6	-0.2	-1.7
HTR1A agonist	-2.6	2.3	1.4	-1.8	0.7	1.1	-1.0	-2.4
M1 ag	-0.7	-1.86	0.745	-0.297	0.0283	-0.62	2.83*	-0.306
5HT1E antag	4.1	6.3	-4.9	-0.9	1.6	-4.6	1.6	1.1
5HT1a antag	25.9	/	-2.1	/	-4.4	-7.1	-2.7	3.3
S1P1 ag-PAM	/	12.6	-13.6	-14.3	5.0	-1.2	-20.3	-2.0
M1 antag	-0.103	-2.02	-0.416	0.189	0.249	0.00981	-1.06	1.06
Jurkat viability	/	/	0.0	/	-4.7	-3.1	-6.8	4.7
5HT1E ag	-0.5	-0.7	0.1	-0.2	1.8	-0.4	0.6	-0.8

Nos. 35 through 36, reprinted for reference:
35: CCCCc1nc2ccccc2c(=O)n1-c1ccc(O)cc1
36: CN1CCc2c(c(N3CCCCC3)nc3n[nH]c(N)c23)C1

Compound	35	36
S1P3 agonist	-0.2	-1.1
HTR1A agonist	1.4	-1.8
M1 ag	0.745	-0.297
5HT1E antag	-4.9	-0.9
5HT1a antag	-2.1	/
S1P1 ag-PAM	-13.6	-14.3
M1 antag	-0.416	0.189
Jurkat viability	0.0	/
5HT1E ag	0.1	-0.2

Further entries.
41: CNC(=O)ON(C(=O)NC)C1N(C)C(=S)SC1(C)C (stereo unspecified)
42: O=C(COc1ccc(Br)cc1)N1CCN(C2CCCC2)CC1
43: COC1=CC(=O)OC(/C=C/c2ccccc2)C1 (stereo unspecified)
44: Cc1nnc(SCc2nc3ccccc3c(=O)n2-c2ccccc2Cl)n1N
45: CC1CCCC(C2(O)C(=O)Nc3ccccc32)C1=O (stereo unspecified)
46: Cc1ccc(C2CC(=O)C(C=NCCN3CCN(C(=O)Cc4ccccc4)CC3)=C(O)C2)cc1 (stereo unspecified)
47: CN(C)c1ccc(NC(=O)CN2C(=O)CN=C(c3ccccc3)c3ccccc32)cc1
48: CCCCN1C(=O)NC(=O)C2(Cc3cc(C)ccc3N(C)C2)C1=O (stereo unspecified)

Compound	41	42	43	44	45	46	47	48
S1P3 agonist	-0.7	0.3	-3.5	0.3	-0.7	-2.6	-0.7	-1.2
HTR1A agonist	-2.7	-0.9	1.4	0.0	0.4	-3.7	-3.9	-2.8
M1 ag	-0.0533	0.479	-0.267	-0.363	1.29	-0.0142	-0.95	-0.899
5HT1E antag	7.5	-3.2	-5.2	-4.3	-6.8	-14.1	-3.6	1.0
5HT1a antag	4.7	-10.2	/	-7.0	-5.7	2.4	-4.2	-3.7
S1P1 ag-PAM	9.9	-2.8	-10.6	2.9	0.1	-8.1	-29.6	22.6
M1 antag	-0.0677	-1.81	0.529	-0.559	0	-0.586	-0.0391	-0.305
Jurkat viability	1.1	-0.6	/	2.6	5.1	5.1	-0.4	1.4
5HT1E ag	-0.5	0.3	0.5	-0.3	-0.9	-0.4	-0.3	0.6

49: CC(C)c1ccc(OCC(=O)N2CCN(C)CC2)c(Br)c1
50: CC(=NCCCN1CCOCC1)c1c(O)n(-c2ccccc2C)c(=O)[nH]c1=O
51: COc1cc(OC)cc(-n2nc(C(=O)N3CCC4(CC3)OCCO4)c3ccccc3c2=O)c1
52: COc1ccc(C(CC(=O)N2CCC3(CC2)OCCO3)NS(=O)(=O)c2ccc(C)cc2)cc1 (stereo unspecified)
53: CN1CCC(N(C)c2nc(-c3ccccc3)nc3ccccc23)CC1
54: CCCC(C)C1(CC)C(=O)NC(=Nc2ccccc2OC)NC1=O (stereo unspecified)

Compound	49	50	51	52	53	54
S1P3 agonist	-1.1	-0.2	0.3	0.3	-0.2	-0.5
HTR1A agonist	-2.4	-2.1	-1.9	-1.1	3.9	-1.0
M1 ag	0.406	-0.154	2.54	-0.267	-1.01	0.427
5HT1E antag	-5.4	1.5	-0.3	-3.7	-0.7	-4.2
5HT1a antag	-2.2	-1.4	-6.6	-3.2	-4.7	2.3
S1P1 ag-PAM	-15.2	-17.7	-6.2	-2.8	3.9	-11.4
M1 antag	-0.593	-0.437	0.117	-0.0691	-0.276	-0.316
Jurkat viability	3.4	7.8	-0.6	-8.2	-0.6	1.8
5HT1E ag	-1.2	-0.2	-0.4	1.3	2.1	-0.4

The list is partial; rates above refer to the full screens.
